# TRb SRC2 PPI: disrupts binding of human TR beta to SRC2. P10828. TRbeta-SRC2 peptide binding, fluorescence polarization; receptor liganded with 1 µM T3. Potency, µM (top dose mostly 106 µM), for inactives: at the highest dose activity change, negative = inhibition, hits mostly inhibitors. 280,000 compounds, 0.065% hits. AID 1469;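 also: potency is read from the fitted curve at half-maximal effect; plate controls were bound peptide for no effect and peptide without receptor for full effect; nearly all actives have a fitted effect of over 50% in size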
# Target sequence (P10828 whole entry, looked up): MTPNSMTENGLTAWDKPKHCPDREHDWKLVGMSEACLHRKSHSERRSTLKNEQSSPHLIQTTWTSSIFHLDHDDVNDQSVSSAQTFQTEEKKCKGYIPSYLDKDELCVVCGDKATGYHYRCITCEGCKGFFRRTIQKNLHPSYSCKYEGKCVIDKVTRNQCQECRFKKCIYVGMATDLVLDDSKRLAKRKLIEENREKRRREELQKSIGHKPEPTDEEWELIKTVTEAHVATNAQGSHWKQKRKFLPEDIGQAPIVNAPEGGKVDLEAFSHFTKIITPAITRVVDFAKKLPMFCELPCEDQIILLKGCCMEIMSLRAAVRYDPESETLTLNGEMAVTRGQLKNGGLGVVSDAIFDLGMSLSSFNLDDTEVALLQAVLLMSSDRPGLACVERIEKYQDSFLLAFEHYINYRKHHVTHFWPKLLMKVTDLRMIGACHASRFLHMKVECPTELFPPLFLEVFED
#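 Fluorescence polarization of 20 nM Texas Red SRC2 peptide with 0.6 uM human TRb ligand-binding domain, in Tris buffer with 1uM T3 and 5% DMSO. Incubated 5 hr ambient; normalized to unbound and bound controls.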
# Tau fluor cs: counter-screen for tau fibril formation inhibitors; tau K18 P301L Alexa594 fluorescence, heparin fibrillization; Potency, µM (series often up to 57.7 µM), without a hit: at the top dose activity change, negative = decrease; 280,000 compounds, 0.93% hits; AID 1463; also: potency is read from the fitted curve at half-maximal effect; % is scaled to controls: 0 for no effect and ±100 for the full control effect; nearly all actives have a fitted effect of over 55% in size
#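 Human K18 P301L tau (15 uM unlabeled plus 0.24 uM Alexa 594-labeled, final) in 100 mM sodium acetate pH 7 was mixed with compound and 20 uM heparin and incubated 6 hr at 37 C.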
# CBFb-RUNX1 inh: CBF-beta/RUNX1 interaction disruption; Q01196+Q13951; Potency, µM (top dose mostly 59.8 µM), for the others: at the highest dose activity, negative = inhibition, hits mostly inhibitors; AlphaScreen CBFb-His/RUNX1-biotin binding, biochemical; 230,000 tested, under 10 active; AID 1477; also: % of control where 0% means no effect
#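 Proteins preincubated together for 20 min at RT before compound addition; 15 min later, nickel and streptavidin beads were added and left 90 min prior to AlphaScreen measurement.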
# Tau FP inhib: tau fibrillization inhibition (FP). P10636. K18 P301L tau heparin fibrillization, Alexa594 FP, 6 h. Potency, µM (highest dose often 57.7 µM), without a hit: top-dose activity, negative = inhibition, most hits filed as inhibitors. 280,000 compounds, 0.39% hits. AID 1468; also: potency is read from the fitted curve at half-maximal effect; % is scaled to controls: 0 for no effect and ±100 for the full control effect; nearly all actives have a fitted effect of over 55% in size
# Target sequence (P10636 561-689 P618L limits assumed): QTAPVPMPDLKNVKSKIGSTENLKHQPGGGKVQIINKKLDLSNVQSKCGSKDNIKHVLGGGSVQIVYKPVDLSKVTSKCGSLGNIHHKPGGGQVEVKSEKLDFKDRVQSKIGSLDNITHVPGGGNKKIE
#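 Heparin (20 uM) drove fibril formation of recombinant tau K18 P301L, 15 uM unlabeled with 0.24 uM Alexa 594 label, for 6 hr at 37 C in 100 mM sodium acetate pH 7. Fluorescence polarization (555/632 nm) read 1 hr after 30 uM ThT.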
# aGal spleen mod: inhibits or activates alpha-galactosidase in human spleen homogenate; P06280; human spleen homogenate, 4MU-alpha-Gal fluorescence, 40 min; Potency, µM (titrated, usually from 80 µM), inactives show at the top dose activity change, negative = inhibition, usual class: inhibitors; 240,000 compounds, 0.008% hits; AID 2107;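 also: potency is read from the fitted curve at half-maximal effect; 0% = enzyme with vehicle and -100% = no enzyme basal signal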
#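 Human spleen homogenate (1 ug) was the enzyme source, with 4-methylumbelliferyl-alpha-D-galactopyranoside (1 mM final) in pH 5.0 citrate buffer with 0.01% Tween-20. Compounds were titrated; after 40 min at 37C, NaOH/glycine stop, 4-MU fluorescence read; AC50 from Hill fits.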
# TR SRC2 fluor cs: alters Texas Red total fluorescence, flagging assay interference | TRb/SRC2 Texas Red total fluorescence interference | Potency, µM (series often up to 106 µM), without a hit: top-dose fluorescence change, negative = quenching | 280,000 compounds, 0.29% hits; active = well fitted curve in either direction with a large enough effect; inconclusive = small, poorly fitted or top-dose-only effect; also: potency is read from the fitted curve at half-maximal effect; % is scaled to controls: 0 for no effect and ±100 for the full control effect
#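 Human TRβ ligand-binding domain (0.6 uM) and Texas Red SRC2 peptide (20 nM) in Tris buffer with 1 uM T3 and 5% DMSO were incubated with pinned compound for 5 hr at ambient temperature. Total fluorescence was computed as S + 2P (555/632 nm).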
# Epigenetic derep: epigenetic control regulation, reporter derepression; murine LDR cells, GFP reporter derepression, 30 h; Potency, µM (series often up to 53.9 µM), for the others: at the highest dose GFP activation, hits mostly activators; 280,000 compounds, 0.2% hits; also: potency is read from the fitted curve at half-maximal effect; % of control where 0% means no effect; nearly all actives have a fitted effect of over 60% in size
#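 Reporter derepression read as number of fluorescent GFP-positive objects, 20-120 um in size, counted by laser-scanning cytometer. Mouse LDR line with an epigenetically silenced CMV-GFP locus; compound incubation 30 h, 37 C.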
# NPSR antag: neuropeptide S receptor (human) antagonism, cAMP; Potency, µM (highest dose often 38.3 µM), inactives show at the highest dose activity change, negative = inhibition, hits mostly inhibitors; 220,000 compounds, 1% hits; CHO-NPSR cells, cAMP TR-FRET, antagonist mode; AID 1461; Q6W5P4; also: potency is read from the fitted curve at half-maximal effect; % is scaled to controls: 0 for no effect and ±100 for the full control effect; nearly all actives have a fitted effect of over 50% in size; many of its hits are not listed in these tables
# Target sequence (Q6W5P4 whole entry, looked up): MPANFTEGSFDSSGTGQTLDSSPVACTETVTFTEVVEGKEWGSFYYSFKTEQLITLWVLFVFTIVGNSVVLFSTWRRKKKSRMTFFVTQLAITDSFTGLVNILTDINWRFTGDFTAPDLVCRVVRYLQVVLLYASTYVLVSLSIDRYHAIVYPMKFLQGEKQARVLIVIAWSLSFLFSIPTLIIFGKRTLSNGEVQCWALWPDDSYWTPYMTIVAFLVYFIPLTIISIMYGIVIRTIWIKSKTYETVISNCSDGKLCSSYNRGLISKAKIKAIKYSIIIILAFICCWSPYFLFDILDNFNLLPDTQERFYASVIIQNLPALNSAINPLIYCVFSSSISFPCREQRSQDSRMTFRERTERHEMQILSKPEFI
# Active calls of the source: *; ? = inconclusive; · = no result given; [ ] = remark or other dose. Unless noted, calls follow the shape of the dose curve; as a rule, active = well fitted curve in the direction sought with a large enough effect; inconclusive = small, poorly fitted or top-dose-only effect, or another doubt; inactive = no such curve, though single readings can be large; an effect the other way counts as inactive or inconclusive. These rows are one share of the data. The share of hits here may be higher or lower than overall.
SMILES,TRb SRC2 PPI,Tau fluor cs,CBFb-RUNX1 inh,Tau FP inhib,aGal spleen mod,TR SRC2 fluor cs,Epigenetic derep,NPSR antag
CCN(CC)C(=O)C1CC(c2ccc(OC)cc2)=NO1 (stereo not given),-6%,4%,5%,9%,1%,-4%,-1.2%,-8%[46.1 µM]
CC(C)=CCC/C(C)=C/C=C/C1=CC2(C)CC1(C)C(/C=C(\C)CCC=C(C)C)CC2=O (stereo not given),4%[11.2 µM],-2%[11.6 µM],6%[13.1 µM],-2%[11.6 µM],6%[17.5 µM],-1%[11.2 µM],0.0%[10.1 µM],·
CCOc1cc(/C=N/NC(=O)c2cc(-c3cccnc3)nc3ccccc23)ccc1O,2%,-11%,10%,-14%,-6%,-4%,0.0%,-10%
COc1cccc(C2CC(=O)N3CN(C4CCCCC4)CSC3=C2C#N)c1 (stereo not given),0%,-24%,·,?,·,-1%,-0.9%,·
CCCS(=O)(=O)c1c(S(=O)(=O)CCC)c2c(N)cccn2c1C(=O)c1ccc(F)cc1,13%,-26%,-16%,1%,-3%,4%,0.0%,-14%[46.1 µM]
NC(=O)c1cc([N+](=O)[O-])ccc1NCCN1C(=O)c2ccccc2C1=O,-4%,0%,-9%,1%,2%,-2%,2.3%,9%
CCN(C(=O)COc1cc(=O)n(CC)c2ccccc12)c1cc(Cl)ccc1OC,-4%,-10%,0%,0%,-4%,-1%,1.0%,-16%[46.1 µM]
CC(C)n1cc(/C=C(\C#N)S(=O)(=O)c2ccccc2)c2ccccc21,0%,?,24%,?,-2%,-6%,0.0%,-12%[46.1 µM]
CCOc1c2ccc(C(=O)NCc3ccc4c(c3)OCO4)cc2nn1CC,-8%,2%,-1%,1%,-3%,0%,-2.7%,-7%[46.1 µM]
Cc1cc(C)n2c(SCc3c(C)noc3C)nnc2n1,2%,-4%,-2%,?,4%,-6%,0.0%,8%[46.1 µM]
O=C(CN1CCN(c2ccccc2)CC1)Nc1ccc2c(c1)CCC2,7%,-18%,2%,3%,-5%,1%,0.0%,2%
CC(c1ccon1)N(C)Cc1cn[nH]c1-c1ccc(F)cc1F (stereo not given),4%,0%,8%,0%,4%,-1%,1.1%,2%
Cn1c(=O)c2cc(S(=O)(=O)NCCC(=O)Nc3ccc(Cl)cc3)ccc2n(C)c1=O,0%,-1%,2%,-9%,2%,0%,0.0%,-3%[46.1 µM]
CCc1ccccc1NC(=O)c1cc(S(=O)(=O)NC2CCCC2)ccc1F,-3%,-9%,·,3%,·,-1%,0.0%,·
O=C(Cn1nnc(-c2ccccc2)n1)NCc1ccco1,-1%,-1%,-3%,4%,-6%,-3%,0.7%,-4%[46.1 µM]
O=C(O)c1ccc(N2C(=O)CC(SC(=Nc3ccccc3)Nc3ccccc3)C2=O)cc1 (stereo not given),0%,2%,2%,2%,-2%,0%,4.8%,7%
O=C(Nc1ccc(C(=O)N2CCCCC2)cc1)c1nsc2ccccc12,-6%,-7%,·,0%,·,-1%,-1.1%,·
Cc1cc(C)cc(OCC(=O)NNC(=O)c2cc3ccccc3o2)c1,-8%,-10%,-10%,-3%,0%,-2%,1.0%,31%
Cn1c(O)c(C=Nc2ccc(Cc3ccncc3)cc2)c(=O)n(C)c1=O,-10%,-3%,5%,-3%,-2%,-2%,1.1%,6%[46.1 µM]
Cc1oc2ncn(C)c(=O)c2c1C(=O)NCCCN1CCCC(C)C1 (stereo not given),4%,-5%,·,-10%,·,-21%,-1.3%,·
Cc1ccc(C2CC(c3ccc(F)cc3)Nc3nc(N)nn32)cc1 (stereo not given),-1%,-13%,1%,5%,0%,-1%,-1.0%,2%
O=C(NCc1ccccc1)C(=O)NCC(c1ccco1)S(=O)(=O)c1ccccc1 (stereo not given),-4%,-7%,·,-9%,·,-1%,1.8%,·
Cc1ccc(OCC(=O)Nc2ccc(S(=O)(=O)Nc3ccccn3)cc2)c(C)c1,4%,-28%,4%,-2%,-2%,-1%,0.0%,7%
N#C/C(=C\c1ccc(O)c([N+](=O)[O-])c1)C(=O)NCc1ccccc1,0%,-9%,-5%,9%,-2%,-6%,-0.3%,-40%
CSc1ccc(CCNC(=O)CN2C(=O)COc3ccc(S(=O)(=O)N4CCCC4)cc32)cc1,-21%,-21%,·,0%,·,?,-1.1%,·

# (continued)
SMILES,TRb SRC2 PPI,Tau fluor cs,CBFb-RUNX1 inh,Tau FP inhib,aGal spleen mod,TR SRC2 fluor cs,Epigenetic derep,NPSR antag
O=C(O)C1C2C=CC3(CN(Cc4ccncc4)C(=O)C13)O2 (stereo not given),3%,-3%,17%,-2%,0%,7%,2.4%,-3%[46.1 µM]
O=C(NCCCn1ccnc1)c1cc2ccccc2o1,3%,4%,1%,-3%,1%,-2%,-4.2%,18%
CCOC(=O)c1c(-c2ccsc2)csc1N,-8%,-25%,-14%,6%,1%,2%,-2.1%,-8%[46.1 µM]
O=C(CCc1nnc(-c2ccsc2)o1)N1CCCCC1CCn1ccnc1 (stereo not given),5%,-6%,4%,-15%,5%,-1%,-0.6%,-13%
CN1/C(=C\C=N\NC(=O)c2ccc(O)cc2)C(C)(C)c2ccccc21,11%[53 µM],4%,?,14%,-5%,0%[53 µM],-1.3%,-4%
CC1CN(CC(=O)c2c(N)n(Cc3ccccc3)c(=O)n(C)c2=O)CC(C)O1 (stereo not given),-17%,-8%,-5%,-3%,-8%,3%,4.6%,4%[46.1 µM]
CN(Cc1ccccc1)c1nc(-c2ccc([N+](=O)[O-])cc2)nc2ccccc12,-1%,?,8%,-7%,-2%,0%,-2.2%,?
Cc1ccc(-c2nc3ncccc3o2)cc1NC(=O)CC(C)C,-2%[53 µM],3%,2%,6%,15%,0%[53 µM],1.0%,16%
COc1ccccc1OCc1ccc(C(=O)NCC(C)C)o1,4%,-6%,11%,-4%,1%,-2%,-0.2%,12%
COc1cc(NC(=O)Nc2cccc(Cl)c2)c(C(=O)O)cc1OC,3%,-17%,2%,2%,-2%,-6%,-1.2%,0%
CC(NC(=O)c1ccccc1NC(=O)c1ccco1)C(=O)O (stereo not given),-19%,-2%,1%,6%,13%,1%,-0.1%,12%
O=C(Nc1ccccc1N1CCCCC1)c1ccc(-c2ccc(Cl)cc2)o1,-1%,-19%,12%,-1%,-1%,-3%,1.9%,-12%
CCN1C(=O)/C(=C/N2CC(C)CC(C)C2)SC1=S (stereo not given),3%,1%,4%,2%,8%,6%,6.9%,-7%[46.1 µM]
Cc1cc(C)cc(-n2c(SCC(N)=O)nc3c(oc4ccccc43)c2=O)c1,-1%,-15%,·,-4%,·,0%,1.1%,·
CCOC(=S)SCC(=O)Nc1nc(C)c(C)s1,-3%,-5%,7%,-6%,2%,0%,?,-46%
O=C(CNCc1ccc(Cl)cc1)NCc1ccco1,2%,0%,-11%,6%,4%,0%,-1.1%,17%
Cc1ccc(S(=O)(=O)N2CCC(C(=O)NCc3cccnc3)CC2)cc1,-6%,-2%,3%,-15%,-11%,-1%,-3.7%,-6%[46.1 µM]
Cc1cc(OCCCCOc2ccc(C#N)cc2)ccc1[N+](=O)[O-],-2%,?,16%,-1%,0%,0%,-1.1%,-43%
CN1CCN(C(=O)c2ccc(-n3cccc3)cc2)CC1,2%,7%,-2%,2%,0%,3%,0.0%,-7%[46.1 µM]
COc1ccc(-c2nn3c(-c4ccccc4)nnc3c3ccccc23)cc1,7%,-6%,·,-8%,·,-5%,1.1%,·
Cc1nc(Nc2ccccc2Cl)sc1C(=O)Nc1ccccc1,-1%,?,1%,?,-24%,-1%,0.0%,-24%[46.1 µM]
CC(C)n1cc(NC(=O)c2cc(-c3ccccc3)on2)cn1,6%,-15%,-2%,0%,8%,1%,2.9%,9%[46.1 µM]
COc1ccc(C(=O)Nc2ccc(Oc3ncnc4sc(-c5ccccc5)cc34)cc2)cc1OC,-1%,-12%,3%,?,2%,-5%,-1.5%,-23%[46.1 µM]
CCC(C)NC(=O)CSc1nc2c(sc3ccccc32)c(=O)n1CCCN1CCOCC1 (stereo not given),9%,-9%,-3%,-2%,-1%,1%,0.0%,-21%[46.1 µM]
COc1cc(Cl)c(NC(=O)CCc2nc3cccnc3n2-c2ccccc2)c(OC)c1,-7%,?,·,6%,·,-2%,-2.9%,·

# Later entries:
SMILES,TRb SRC2 PPI,Tau fluor cs,CBFb-RUNX1 inh,Tau FP inhib,aGal spleen mod,TR SRC2 fluor cs,Epigenetic derep,NPSR antag
O=C(Nc1ccc(F)cc1)C1C2CCC3C(CCC21)C3(Cl)Cl (stereo not given),-1%,-17%,18%,-6%,9%,-5%,0.0%,-5%
CCOC(=O)/C(C#N)=C/c1c(Oc2cc(C)cc(C)c2)nc2ccccn2c1=O,-17%,11%,0%,6%,18%,2%,-1.0%,7%
COc1ccc(C2/C=C\CN(S(=O)(=O)c3ccc(C)cc3)[C@H](Cc3ccccc3)C(=O)N2Cc2ccc(F)cc2)cc1 (stereo not given in full),1%,-19%,17%,-6%,-8%,1%,-1.9%,1%
CCOC(=O)C(=O)N/N=C(/c1ccccc1)c1ccc(OC)cc1,-3%,-12%,-3%,-7%,-4%,-3%,-1.0%,15%
COc1ccc(NC(=O)N2CCN(S(=O)(=O)c3ccc4c(ccn4C)c3)CC2)cc1OC,-7%,-18%,·,1%,·,-4%,-3.3%,·
C=CCNC(=O)c1c(CSc2ccccc2)noc1C(=O)NCc1ccccc1,5%,-26%,-13%,-9%,19%,-1%,-2.0%,-23%
COc1cc(OC)c(NC(=O)C2CCCN(c3ncnc4c3nc3n4CCCCC3)C2)cc1Cl (stereo not given),-8%,-14%,·,5%,·,18µM*[quencher],-1.2%,·

# Assay outcomes from PubChem BioAssay.
